High-throughput results from PubChem.
NCI-60 one-dose screen, 48 h, at 10 µM unless noted. Numbers give growth in % (100 = growth as untreated, 0 = no growth, -100 = all killed).
HL-60(TB) – HL-60(TB) leukemia cells; 9% of 78,000 active; active means growth percent below 10
An asterisk follows results filed as active; & = joins results of further samples. Not all compounds are listed; count on the stated rates, not on these rows.

cpd	SMILES	HL-60(TB)
1	O=C(O)c1cn(C2CC2)c2cc(N3CCN(C(=O)N/N=C/c4ccccc4O)CC3)c(F)cc2c1=O	98
2	CCn1c(=S)[nH]c2ccccc2c1=O	101
3	CN1C(=O)C2CC(O)C(SC3CC4C(=O)N(C)C(=O)C4CC3O)CC2C1=O (stereo unspecified)	97
4	O=C(c1nc2ccccc2[nH]1)C1[C@@H](c2ccc(Cl)cc2Cl)C2CC3CCCCC3N2[C@@]12C(=O)Nc1cc(Cl)ccc12 (stereo partly specified)	73
5	COc1ccc(/C=N/c2n[nH]c(-c3cccc(Cl)c3)n2)cc1	79
6	O=P1(NCCCl)OCCCN1CCCl (stereo unspecified)	100
7	Cc1ccc(S(=O)(=O)Nc2ccc(-[n+]3ccc(-c4cccc(C)c4)o3)cc2)cc1	103
8	O=C(O)CCC(NS(=O)(=O)c1ccc([N+](=O)[O-])cc1)C(=O)O (stereo unspecified)	127
9	O=C(c1ccccc1)N1CC1	105
10	CCC/C=C/C=N/NC(=S)NC1CCCCC1	98
11	CC(=O)n1c(-c2ccc(Cl)cc2)nc2c(c1=O)C(c1ccc(Cl)cc1)c1sc3c(Cl)cccc3c1O2 (stereo unspecified)	-15*
12	Cc1ccc2nc[nH]c2c1	120
13	COc1ccc(OC)c(C2C3=C(CC(C)(C)CC3=O)OC2C(=O)c2ccc(N=[N+]=[N-])cc2)c1 (stereo unspecified)	112
14	CCC(=O)OC1=C(C)SC2=NC(c3ccc(Cl)cc3)=CC(c3ccc(OC)cc3)N21 (stereo unspecified)	96
15	O=C(CN1CCN(CC(=O)c2ccccc2)CC1)c1ccccc1	95
16	CCCCCCCCCCCCCCCc1cc(O)cc(O)c1	102
17	COc1cc(-n2c(SC)nc3ccccc3c2=O)c(OC)cc1Cl	87
18	O=C(NNc1nc2cc(F)ccc2n2cncc12)c1cnccn1	11
19	COc1cc2c3c(cc4c5c(ccc4c3c1OC)OCO5)N(CCN(C)C)C2=O	-17*
20	COc1ccc(-c2nnc(SCC(=O)Nc3ccc(C(=O)/C=C/c4ccccc4)cc3)o2)cc1OC	90
21	Cc1ccc(Br)c(O)c1	118
22	C=CCN1C(=O)/C(=C/C(=O)OCC)S/C1=N\Nc1cc(=O)[nH]c2ccc(C)cc12	99
23	COc1ccc(CNc2ccc(NCc3ccc(OC)c(OC)c3OC)cc2)c(OC)c1OC	106
24	Cc1ccc2nc(Sc3sc(N)nc3C)n(-c3ccc(Cl)cc3)c(=O)c2c1	98
25	O=C(O)CC(c1ccccc1)c1ccccc1	101
26	Nc1c(C(=O)Nc2cccc3cccnc23)sc2nc3c(cc12)CN(Cc1ccccc1)CC3	51
27	C=C(C)[C@@H]1CC[C@]2(C(=O)ON)CC[C@]3(C)[C@H](CC[C@@H]4[C@@]5(C)C/C(=C/c6ccc(Br)cc6)C(=O)C(C)(C)[C@@H]5CC[C@]43C)[C@@H]12	44
28	BrCc1ccc2ncccc2c1	134
29	N#CC1CN(S(=O)(=O)O[C@@H]2C(=O)N(c3cc4c5ccccc5ccc4c4ccccc34)[C@H]2c2ccc(F)cn2)C1	82
30	N=c1sc(Cc2cccc(Cl)c2)cn1CC(=O)c1ccc(Br)cc1	95
31	CN1CCN(c2ccc(NC3=CC(=O)c4ncncc4C3=O)cc2)CC1	-32*
32	O=C(Nc1ccc2c(ccn2Cc2ccc(F)cc2)c1)c1cccnc1	135
33	CC(C)NC1(C#N)CCN(Cc2ccccc2)CC1	69
34	CC1C(Cl)C2(Cl)C(Cl)=C(Cl)C1(Cl)C2(Cl)Cl (stereo unspecified)	95
35	S=c1nc2oc(-c3ccccc3)c(-c3ccccc3)c2c(/N=C\c2cccs2)[nH]1	100
36	COc1ccc(-n2nc[nH]c2=O)cc1	92
37	CC#C[C@]1(O)CCC2C3CCC4=CC(=O)CCC4=C3[C@@H](c3ccc(N(C)C)cc3)C[C@@]21C (stereo partly specified)	93
38	CCOc1cc(Cl)c(C(C)NC(=O)c2cccc(OC)c2)cc1OCC (stereo unspecified)	-33*
39	COC(=O)[C@@]1(/C=C/c2ccccc2)C(=O)N(c2ccc([N+](=O)[O-])cc2)[C@@]1(C(=O)OC)c1ccccc1	73
40	CCN(CC)c1cccc(S(=O)(=O)O)c1	88
41	CCCCC#Cc1c(/C=C(\CCCC)SCC)n(C)c(=O)[nH]c1=O	93
42	O=c1[nH]c(F)nc2c1ncn2C1OC(CO)C(O)C1O (stereo unspecified)	97
43	c1ccc(CCNCc2cccs2)nc1	82
44	N#CCCN1c2ccccc2Sc2ccccc21	116&166
45	CCCCC(C(O)c1ccccc1)N1CCOCC1 (stereo unspecified)	92
46	O=C(Nc1ccc2ncnc(Nc3ccc(F)c(Cl)c3)c2c1)c1cccs1	90
47	NC(c1ccccc1)c1cccs1 (stereo unspecified)	108
48	CC1(O)c2ccccc2N2C(=O)NC(=O)C23OC=CC13 (stereo unspecified)	101
49	O=C1c2cccc([N+](=O)[O-])c2C(=O)c2cccc(Cl)c21	114
50	O=c1[nH]c(SCc2ccccc2)nc2nc(Nc3ccc(NC(=S)Nc4ccccc4)cc3)nc(-c3ccc(O)cc3O)c12	117

Next compounds follow:
cpd	SMILES	HL-60(TB)
51	NC(=O)c1c(Nc2ccccc2)nn2cc(-c3nc4ccccc4s3)c(N)nc12	101
52	Brc1cccc(-n2ncc3c(Nc4ccc(-c5nnc(Nc6ccccc6)s5)cc4)ncnc32)c1	104
53	Cc1ccc(C2=NN3C(C2)c2cc(Cl)ccc2OC3c2ccc(Cl)cc2Cl)o1 (stereo unspecified)	98
54	C=CCc1cc(C)cc2c(OC(C)=O)c(C(C)=O)c(-c3ccccc3)nc12	118
55	COc1ccc(/C=C2\Sc3ccc(F)cc3C2=O)cc1	87
56	O=CN1N=C(c2ccc(Nc3nc(NCCO)nc(NCCO)n3)cc2)CC1c1ccc(F)cc1 (stereo unspecified)	106
57	Cc1ccc(-c2nn(CC(=O)N3CCOCC3)c(N)c2C#N)cc1	103
58	CCOC(=O)c1c(C(=O)O)[nH]c(C)c1C	80
59	N=c1c(S(=O)(=O)c2ccccc2)cc2c(=O)n3ccccc3nc2n1CCc1ccccc1	105
60	Cn1cc(/C=N/Nc2ccnc3cc(Cl)ccc23)c2ccccc21	-60*
61	O=C(O)CN(CCOCCOCCN(CC(=O)O)CC(=O)O)CC(=O)O	100
62	CCOC(=O)CCN(Cc1ccccc1)C(=S)Nc1ccccc1	114
63	CC(NC(N)=S)c1ccccc1 (stereo unspecified)	97
64	Nc1cccc(N=Nc2c(S(=O)(=O)O)cc3cc(Nc4ccc5c(O)c(N=Nc6cccc(N)c6)c(S(=O)(=O)O)cc5c4)ccc3c2O)c1	100
65	NC(=S)N/N=C/C(F)(F)F	90
66	Nc1cc(C(=O)O)[nH]c(=S)n1	123
67	O=C(/C=C/c1ccc(Cl)cc1)Oc1ccc(/C=C2\CCCCC2=O)cc1	85
68	c1ccc2sc(SCN3CCN(CSc4nc5ccccc5s4)CC3)nc2c1	101
69	COc1cc(OC)c2c(c1)O[C@@]1(OC)[C@H](c3ccccc3)C[C@@H](O)[C@@]21O	99
70	NS(=O)(=O)c1ccc(Nc2nc(N/N=C/c3ccccc3)nc(Nc3ccccc3)n2)cc1	60
71	N#C/C(=C\c1ccccc1[N+](=O)[O-])C(=O)O	101
72	O=C(CCc1nnco1)c1nc2ccc([N+](=O)[O-])cc2[nH]1	120
73	Cc1ccc(-c2nc(Nc3ccc(C(=O)O)cc3)c3ccccc3n2)cc1	76
74	Cc1ccc(-n2cc(-c3ccccc3)c3c(SCc4n[nH]c(=S)o4)ncnc32)cc1	102
75	O=C(NCc1ccccc1)NNC(=O)c1ccc(-n2cc(-c3ccccc3)nn2)cc1	101
76	Cc1ccc(S(=O)(=O)OC2COCOC2C(OS(=O)(=O)c2ccc(C)cc2)C2OCOCC2OS(=O)(=O)c2ccc(C)cc2)cc1 (stereo unspecified)	106
77	CNC(=O)c1[nH]c(C)c2c1CCCCC2=O	95
78	O=C(NCCNC(=O)Nc1ccccc1S(=O)(=O)F)Nc1ccccc1S(=O)(=O)F	104
79	COc1ccc(Sc2nc(NC3CC3)nc(Sc3ccc(OC)cc3)n2)cc1	83
80	COc1ccc(NC(=S)N/N=C/c2cccc(F)c2)cc1	84
81	O/C(C=Nc1ccccc1)=C\C=C\Nc1ccccc1	34
82	N#Cc1c(-c2ccc(Cl)cc2Cl)c2c(N)nn(-c3ccccc3)c2[nH]c1=O	100
83	O=CN1N=C(c2ccccc2)CC1c1sc(N(CCCl)CCCl)nc1Cl (stereo unspecified)	94
84	COc1ccc(/C=C(/NC(=O)c2ccccc2)C(=O)Nc2ccc(S(N)(=O)=O)cc2)c(OC)c1	95
85	C=C(C)[C@@H]1CC[C@]2(COC(=O)c3cccnc3)CC[C@]3(C)[C@H](CC[C@@H]4[C@@]5(C)CCCNC(C)(C)[C@@H]5CC[C@]43C)[C@@H]12	94
86	CCCc1cc(=O)n2c(C(=O)Nc3c(F)cccc3F)c(C(=O)Nc3ccc(C(=O)OC)cc3)sc2n1	78
87	CC(=O)Nc1ccc(/C=N/NC(=S)NCC(C)C)cc1	96
88	CCOC(=O)c1cc(C(=O)c2ccc(OC)c(OC)c2)n2c1ccc1c3ncccc3ccc12	87
89	CCNC(=O)N1CCc2cc(OC)c(OCCc3ccc(OC)c(N)c3)cc2C1c1cc(C)c(C)cc1C (stereo unspecified)	22
90	CCN1CCN(CC(=O)Nc2nc3ccc(NCc4ccc(C)cc4)cc3s2)CC1	32
91	COc1ccc[nH]c1=O	87
92	NNC(=O)c1cccc([N+](=O)[O-])c1	106&91
93	CCCCN(CCCC)CC(O)c1cccc2cc(Cl)ccc12 (stereo unspecified)	83
94	Cc1nc2cc(O)c(O)cc2cc1Oc1ccc(NC(=O)c2ccc(Cl)c(Cl)c2)cc1	91
95	CCOC(=O)Cc1cnc(N/N=C(\C)c2cc3ccccc3o2)s1	65
96	COc1cc(/C=N/N=C(N)N)cc(I)c1O	105
97	N#Cc1nc(-c2ccccc2)oc1N1CCC[C@H]1CO	105
98	CC1(c2ccccc2N)N=C(N)Nc2nc3ccccc3n21 (stereo unspecified)	107
99	Cc1ccc(-c2nn(-c3ccccc3)cc2/C=C/C(=O)NNC(=O)Nc2ccc(Br)cc2)cc1	97
100	O=c1[nH]c2ccccc2cc1CSc1ccc(Nc2nccc(-c3ccc4c(c3)OCO4)n2)cc1	97

Later entries
cpd	SMILES	HL-60(TB)
101	CC1(C)C(=O)CC[C@@]2(C)C1=CC[C@H]1[C@@H]3CC[C@H](O)[C@@]3(C)CC[C@@H]12	107
102	CC(=O)Nc1ccc(Cl)cc1C(=O)O	96
103	O=c1c2ccccc2nc(CN2CCCC2)n1/N=C/c1ccc(Cl)cc1	96
104	Cn1c(=O)c2[nH]c(SCC(=O)c3ccc(Br)cc3)nc2n(C)c1=O	104
105	Cn1ccc2cc(NC(=O)Cn3cc(CN4CCCCCC4)nn3)ccc21	94
106	CCN(CC)CCCc1ccccc1	91
107	OCN1CCOCC1	73
108	COc1ccc(-c2nn(-c3ccccc3)cc2C2SCC(=O)N2c2cccc(F)c2)cc1 (stereo unspecified)	119
109	CN(C)c1ccc(C=C2C=CC=C2)cc1	91
110	CC(C)Nc1ncnc2[nH]ncc12	88
111	COc1ccc(OC)c(Nc2nnc(-c3ccc(O)cc3)o2)c1	103
112	O=[N+]([O-])c1cccc(-c2nc(-c3ccc(Cl)cc3Cl)cn2-c2ccccc2)c1	35
113	CN(C)CC(=O)NNc1ncnc2ccccc12	111
114	CCC(=O)OC1CCC2C3CCC4=CC(=O)CCC4(C)C3CCC12C (stereo unspecified)	93
115	COc1ccc(/C=N/NC(=O)COc2ncnc3sc4c(c23)CCCC4)c(OC)c1OC	116
116	CCOC(=O)N1CCN(C2=Nn3c(nnc3-c3cc(C(F)(F)F)cc(C(F)(F)F)c3)SC2)CC1	121
117	CC(C)(C)n1cc(-c2ccnc(NCCNS(=O)(=O)c3ccc(Cl)cc3)c2)c(-c2cccc(F)c2)n1	81
118	COc1ccc(C(=O)C[n+]2cccc3c4ccccc4ccc32)cc1OC	92
119	COc1ccc(NC(=O)/C(=C/N2C(=O)/C(=C\C(C)=C\c3ccccc3)SC2=S)C(C)=O)cc1	94
120	Cc1cc(C)[nH]c(=S)n1	105
121	Cn1c(=O)c2c(-c3ccccc3)nc3ccc(Cl)cc3c2n(C)c1=O	75
122	N#C[C@@H]1C[C@@H]2C[C@@H]2N1C(=O)[C@@H](N)C12CC3CC(CC(O)(C3)C1)C2	112
123	CN1CCC(CN)(c2ccccc2)CC1	90
124	COc1ccccc1N1CCCSC1=Nc1ccccc1	50
125	CC(=O)Oc1c(Cl)cc(Cl)cc1Cl	82
126	Cn1c(-c2ccccc2)c(C#N)c2cccc(I)c21	77
127	CCC1(C)CCC(C)(CC)c2c1cc([N+](=O)[O-])c(C)c2[N+](=O)[O-] (stereo unspecified)	96
128	NC(=O)c1ccc(N(C(N)=O)c2c(F)cccc2F)nc1-c1ccc(F)cc1F	123
129	Cc1c(-c2noc(-c3ccc([N+](=O)[O-])cc3)n2)no[n+]1[O-]	102
130	COc1cc(/C=N/Nc2ccccc2F)cc(OC)c1OC	90
